# Giardia kill: kills Giardia lamblia; Giardia lamblia trophozoite viability; activity change, % at 7.66 µM, hits read low; 0.15% of 340,000 active; AID 540267; in the data active = activity change below about -80%; inconclusive = between about -30% and that limit;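 note: parasites exposed to compound for two days anaerobically before the ATP read; % is set by controls: 0 for no effect and ±100 for the full control effect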
#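 Luminescent ATP signal served as the viability read-out, measured 15-30 min after adding ATP detection reagent to trophozoites that had been incubated with compounds for 48 hrs at 37 deg C anaerobically at 100 cells/well.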
# BRCA1 expr up: activators of BRCA1 expression. MCF7-BRCA1-FFLuc reporter, luminescence, 48 h; response scale: scaled: vehicle 0%, 10 µM genistein 100%. Potency, µM (doses to about 46.1 µM), for inactives: at the top dose activation, actives largely listed as activators. 1.1% of 380,000 active; note: potency is the fitted concentration of half-maximal effect; nearly all actives have a fitted effect of over 80% in size; some results filed as inactive show a strong effect at the top dose
#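 48 h compound treatment of MCF7-BRCA1-FFLuc cells (phenol-red free MEM, 37 °C), then 15 min with luciferase substrate and luminescence imaging.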
# Menin-MLL TR inh: menin-MLL binding inhibition, Texas Red mutant peptide; O00255; Menin + Texas Red MLL mutant peptide, fluorescence polarization; Potency, µM (highest dose often 61.6 µM), for the others: at the highest dose FP activity change, negative = inhibition, most hits filed as inhibitors; 0.23% of 270,000 active; active = well fitted inhibition curve with a large enough effect in the polarisation, with a control signal flat, not every such curve was filed as active; inconclusive = small, poorly fitted or top-dose-only effect, or effect the other way, or a change in a side signal; inactive = no such curve, though single readings can be large or run the other way; the % refers to the polarisation; note: potency is the fitted concentration of half-maximal effect; % of control where 0% means no effect; many of its hits are not listed in these tables
# NPC1 promoter act: NPC1 promoter activation | Huh7 NPC1 promoter luciferase reporter, 24 h | Potency, µM (doses to about 9.22 µM), inactives show at the highest dose activation, usual class: activators | 2.4% of 320,000 active;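 note: potency is the fitted concentration of half-maximal effect; % of control where 0% means no effect; nearly all actives have a fitted effect of over 60% in size; reporter is driven by a mutant NPC1 promoter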
#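 Stably transfected Huh7 (NPC1 promoter→luciferase), 1500 cells/well in Opti-MEM + 10% FBS, 2 h settle, then compound 24 h at 37 °C. Luminescence after 10 min with Amplite reagent.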
# ELG1 genotox: induces genotoxicity in HEK293T cells with luciferase-tagged ELG1 | 1.3% of 330,000 active | HEK293T ELG1-luciferase reporter, luminescence, 16 h | Potency, µM (doses to about 46 µM), for the others: top-dose activity change, positive = activation, hits mostly activators; note: potency is the fitted concentration of half-maximal effect; % of control where 0% means no effect; nearly all actives have a fitted effect of over 60% in size
#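 After overnight (16 hr) compound treatment at 37 °C, ELG1-luciferase HEK293T cells were lysed with ONE-Glo; luminescence quantified 30 min later at room temperature.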
# Rab9 prom act: activators of Rab9 promoter | 2.8% of 320,000 active | Huh7 Rab9 promoter-luciferase reporter, luminescence, 24 h | Potency, µM (top dose mostly 9.22 µM), inactives show top-dose activation, negative = inhibition, actives largely listed as activators; note: potency is the fitted concentration of half-maximal effect; % of control where 0% means no effect; nearly all actives have a fitted effect of over 60% in size
#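 Cells were plated at 1500 per well in reduced-serum medium with 10% FBS and left 2 h. Compound in DMSO was then added for 24 h at 37 °C. Reporter signal was read by luminescence after 10 min with luciferase detection reagent.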
# PKM2 act: activators of human pyruvate kinase M2 | P14618 | 0.34% of 260,000 active | Potency, µM (highest dose often 57.5 µM), inactives show top-dose activation, most hits filed as activators | purified PKM2, Kinase-Glo ATP luminescence, activation; response scale: 0% is enzyme alone, no compound | AID 1631; note: potency is the fitted concentration of half-maximal effect; % is set by controls: 0 for no effect and ±100 for the full control effect; nearly all actives have a fitted effect of over 55% in size
# Target sequence (P14618 whole entry, looked up): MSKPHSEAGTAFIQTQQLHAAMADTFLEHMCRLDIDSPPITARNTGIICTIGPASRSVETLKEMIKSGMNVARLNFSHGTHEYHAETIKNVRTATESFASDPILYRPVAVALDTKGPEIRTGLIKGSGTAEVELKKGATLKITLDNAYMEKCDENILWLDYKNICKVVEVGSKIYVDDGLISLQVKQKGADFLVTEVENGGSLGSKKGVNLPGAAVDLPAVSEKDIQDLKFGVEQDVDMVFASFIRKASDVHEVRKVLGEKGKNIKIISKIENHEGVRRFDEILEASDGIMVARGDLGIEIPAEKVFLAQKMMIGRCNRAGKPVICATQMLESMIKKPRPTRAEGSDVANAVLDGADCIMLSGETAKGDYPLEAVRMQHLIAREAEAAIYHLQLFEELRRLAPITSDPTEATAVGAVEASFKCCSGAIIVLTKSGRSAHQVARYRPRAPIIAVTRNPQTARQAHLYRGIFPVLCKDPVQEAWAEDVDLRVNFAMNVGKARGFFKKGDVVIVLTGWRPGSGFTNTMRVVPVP
#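 hPK-M2, >95% pure; 0.1 mM ADP / 0.5 mM PEP final; imidazole pH7.2 buffer w/ 7 mM MgCl2, 50 mM KCl; 1 h RT; Kinase-Glo lum. Intermediate enzyme activity for dual inhibitor/activator qHTS.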
# p53 reactivator: re-activators of mutant p53; 0.063% of 320,000 active; H1299 p53-A138V BP100-luciferase reporter, luminescence, 24 h; Potency, µM (top dose mostly 92.2 µM), inactives show at the highest dose activity change, positive = activation, hits mostly activators; note: potency is the fitted concentration of half-maximal effect; % of control where 0% means no effect; nearly all actives have a fitted effect of over 45% in size
#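 H1299 (p53-null), stable ts p53-A138V + BP100-Luc; 1000 cells/well, Opti-MEM/10% FBS; cpd 4 pt, 1:5; 24 h, 37 deg C, 5% CO2; detection reagent 10 min RT; luminescence.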
# Gal4-VP16 FLuc: counter-screen for ROR gamma inhibitors: Gal4-VP16 reporter; 3.5% of 310,000 active; Potency, µM (titrated, usually from 53.6 µM), without a hit: at the highest dose activity, negative = inhibition, actives largely listed as inhibitors; Drosophila S2 Gal4-VP16 UAS-luciferase, luminescence, 20 h;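 note: Gal4-VP16 expression switched on by copper sulfate through the metallothionein promoter; potency is the fitted concentration of half-maximal effect; % is set by controls: 0 for no effect and ±100 for the full control effect; nearly all actives have a fitted effect of over 50% in size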
# RORg inh: blocks mouse ROR gamma transcriptional activity | P51450 | Drosophila S2 Gal4-RORgamma UAS-luciferase reporter, 20 h | Potency, µM (doses to about 53.6 µM), for inactives: at the top dose activity change, negative = inhibition, usual class: inhibitors | 5.4% of 310,000 active | AID 2551; note: potency is the fitted concentration of half-maximal effect; % is set by controls: 0 for no effect and ±100 for the full control effect; nearly all actives have a fitted effect of over 60% in size
#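 Compounds are pin-transferred onto Drosophila Schneider cells expressing a copper-inducible Gal4–ROR gamma transactivation domain fusion. After 1 hr, copper sulfate is added to 700 uM final; luciferase is read 20 hr later.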
# FLuc modulator: inhibits or activates purified firefly luciferase, miR-21 counter-screen; Potency, µM (doses to about 57.5 µM), inactives show at the top dose activity change, negative = inhibition, usual class: inhibitors; purified FLuc, Km substrates, luminescence inhibition; P08659; AID 588342; 6.9% of 360,000 active;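 note: potency is the fitted concentration of half-maximal effect; plate controls were vehicle for no effect and reference inhibitor for full effect; nearly all actives have a fitted effect of over 55% in size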
# Target sequence (P08659 whole entry, looked up): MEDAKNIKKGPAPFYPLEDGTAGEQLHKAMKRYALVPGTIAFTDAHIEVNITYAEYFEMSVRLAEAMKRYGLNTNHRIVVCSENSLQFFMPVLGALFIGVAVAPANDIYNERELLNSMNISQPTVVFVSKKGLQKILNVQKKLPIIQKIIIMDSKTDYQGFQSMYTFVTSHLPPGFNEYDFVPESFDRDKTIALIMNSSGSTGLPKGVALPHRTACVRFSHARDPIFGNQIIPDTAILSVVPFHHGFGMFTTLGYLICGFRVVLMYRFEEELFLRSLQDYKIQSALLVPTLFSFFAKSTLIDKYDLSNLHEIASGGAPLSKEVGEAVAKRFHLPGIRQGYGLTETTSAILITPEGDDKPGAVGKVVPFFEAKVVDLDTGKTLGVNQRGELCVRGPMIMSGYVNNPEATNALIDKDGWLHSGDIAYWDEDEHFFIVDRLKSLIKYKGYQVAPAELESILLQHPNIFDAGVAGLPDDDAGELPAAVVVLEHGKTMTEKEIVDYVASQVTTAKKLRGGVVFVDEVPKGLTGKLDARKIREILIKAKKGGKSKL
#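 Biochemical qHTS of compounds, final roughly 60 µM downward over six points, against 10 nM purified firefly luciferase using Km concentrations of substrates (10 uM D-luciferin, 10 uM ATP) in Tris acetate pH 7.5 buffer; luminescence output.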
# Active calls of the source: *; ? = inconclusive; · = no result given; & = joins results of further samples; [ ] = another dose, or the depositor's remark. Unless noted, calls come from the whole dose curve; as a rule, active = well fitted curve in the direction sought with a large enough effect; inconclusive = small, poorly fitted or top-dose-only effect, or another doubt; inactive = no such curve, though single readings can be large; an effect the other way counts as inactive or inconclusive. An excerpt. The share of hits here may be higher or lower than overall.
SMILES,Giardia kill,BRCA1 expr up,Menin-MLL TR inh,NPC1 promoter act,ELG1 genotox,Rab9 prom act,PKM2 act,p53 reactivator,Gal4-VP16 FLuc,RORg inh,FLuc modulator
CCOc1nc(C)cc(C)c1S(=O)(=O)c1ccc(Cl)cc1,5,4%,-23%,-6%,-8%,-5%,2%,1%,-12%[10 µM],5%,-3%
CCn1c(COc2ccc(=O)n(-c3ccccc3)n2)nnc1SCc1ccc(C)cc1,9,-12%,?,-2%,-3%,-3%,14%,-3%,6%,29%,2%
COc1ccc(N2CC(NC(=O)N(C)CCC#N)CC2=O)cc1 (centres undefined),6,1%,1%,-2%,6%,1%,5%,-2%,-18%,6%,-1%
CC(Oc1ccc2c(c1)oc(=O)c1ccccc12)C(=O)NCC1CCC(C(=O)O)CC1 (centres undefined),-1,7%,-19%,-2%,5%,-2%,0%,·,4%,10%,?
Cn1c(SCc2n[nH]c(=S)n2-c2ccccc2)nnc1-c1ccccc1,-9,9%,-14%,-5%,-4%,-4%,-19%,-5%,-5%,-13%,-3%
CC(C)N1CCC(N2CCN(Cc3ccc(-c4ccc(Cl)cc4)o3)CC2CCO)CC1 (centres undefined),-13,5%,8%,-5%,3%,-3%,-24%,8%,-7%,-13%,-1%
Cc1ccc2oc(C(=O)NCCC3CCCCO3)c(C)c2c1 (centres undefined),-20,39%,·,0.56µM*,3.7µM*,0.45µM*,-4%,?,?,-39%,2.7µM*
COC(=O)c1sc2nc(-c3ccccc3)c3c(c2c1N)CCCC3,3,4%,-15%,-4%,0%,-6%,2%,1%,0%,-35%,5%
CC1Cc2ccccc2N1S(=O)(=O)c1cccc(C(=O)NNC(=O)c2ccccc2F)c1 (centres undefined),-23,1%,·,-2%,0%,2%,·,15%,·,·,-4%
O=C1[C@H]2[C@@H](c3ccc(F)cc3)N3C(=O)N(c4cccc(Br)c4)C(=O)[C@@]3(Cc3ccccc3)[C@H]2C(=O)N1C1CCCCC1,-14,-17%,·,-3%,0%,-5%,·,20%,·,·,0%
CC(C)C[C@H](NC(=O)OC(C)(C)C)c1nnc(SCc2cccc(F)c2)o1,2,-52%,-1%,0%,-4%,1%,4%,10%,-9%,0%,7%
COCCN1C(=O)c2ccc(C(=O)Nc3nccs3)cc2C1=O,-5,16%,11%,-3%,-1%,4%,-5%,-1%,-4%,-33%,?
O=C(c1ccc(S(=O)(=O)NCc2ccco2)cc1)N1CCN(Cc2ccccc2)CC1,5,-7%,-6%,-1%,-5%,2%,7.9µM*,-3%,-13%,24%,5%
CC(=O)N1CCN(Cc2nc(-c3cccc(Cl)c3)no2)CC1,-8,8%,1%,0%,4%,3%,-2%,3%,7%,3%,-4%
C[C@@H]1NC(=O)[C@H](CCC(N)=O)NC(=O)c2cc([N+](=O)[O-])cc(I)c2NCCC[C@@H](C(N)=O)NC1=O,0,0%,-12%,-2%,-1%,-2%,-2%,2%,2%,4%,-1%
OC(c1ccccn1)c1c[nH]c2ccccc12 (centres undefined),-6,-8%,4%,-6%,2%,-10%,1%,1%,-4%,-15%,6%
CCCCN(C(=O)c1ccc(Cl)c([N+](=O)[O-])c1)c1c(N)n(CCC)c(=O)[nH]c1=O,-1,-2%,11%,-1%,0%,-15%,-1%,1%,-6%,3%,0%
C=CCn1c(SCC(C)=O)nc2scc(-c3ccc(C)o3)c2c1=O,-17,13µM*,8%,?,?,?,14%,?,-18%,-37%,?
COC(=O)c1ccc(C(=O)N2CCCC(Nc3ccc(C(C)C)cc3)C2)cc1 (centres undefined),-10,-1%,0%,-1%,-10%,-2%,1%,10%,1%,28%,1%
COc1ccc(C2/C(=C(\O)c3ccc(OC)c(Cl)c3)C(=O)C(=O)N2CCN(C)C)cc1 (centres undefined),8,3%,6%,1%,-1%,-5%,5%,-6%,0%,?,2%
CC(C)OCCCN(C)C1CCN(S(=O)(=O)c2ccc(-c3ccc(=O)[nH]n3)s2)CC1,19,0%,3%,0%,2%,3%,2%,-3%,5%,0%,3%
N#Cc1ccccc1OCCn1cncn1,-29,16%,7%,1%,1%,0%,5%[11.5 µM],2%,-14%,22%,-2%
Cn1cc(C(=O)C(=O)N2CCCc3ccccc32)c2ccccc21,-10,-83%,-1%,-28%,9%,-20%,-4%,3%,1%,-4%,-8%
CN1CCN(c2ccc(C(=O)c3ccc(F)cc3)cc2)CC1,0,?,-5%,?,13µM*,3.2µM*,2%,?,-1%,?,11µM*
O=C(C1=C[C@@H]2[C@H]3C(=O)N(c4ccc(Cl)cc4)C(=O)[C@H]3[C@@H](C(=O)c3ccc(Cl)cc3)N2C=C1)c1ccccc1,6,-30%,?,0%,3%,0%,-1%,-7%,-7%,-3%,-2%
CCCCN(CCCC)CCNC(=O)CN1C(=O)CSc2ccc(S(=O)(=O)N3CCCCC3)cc21,-3,-17%,-7%,0%,0%[9.26 µM],-2%,·,2%,-5%,-10%,2%&-4%
Cc1cc(C)c(C)c(S(=O)(=O)N2CCN(C(=O)c3ccc4c(=O)n5c(nc4c3)CCC5)CC2)c1C,4,-7%,·,-7%,7%,-3%,·,-1%,·,·,4%
O=S(=O)(NCCOC12CC3CC(CC(C3)C1)C2)c1cccc2nsnc12,-9,-16%,14%,0%,-9%,-2%,4%,0%,7%,-5%,-2%
CC1(C)C(=O)NCCN1C(=O)CSc1nccc(-c2ccc(Br)cc2)n1,28,-8%,-8%,-2%,-4%,-2%,4%,-5%,-9%,-11%,-12%
O=C(CCc1nc2ccccc2c(=O)[nH]1)OCC(=O)c1cccc(Cl)c1,-18,-28%,3%,-1%,5%,-1%,-2%,-1%,-2%,-5%,8%
COc1cccc(NC(=O)C2CCCN(c3ncnc4c3nc3n4CCCCC3)C2)c1 (centres undefined),-6,4%,0%,-2%,-9%,-3%,·,-8%,6%,3%,0%
CCOC(=O)N1CCN(C(=O)Cc2ccc(C)cc2)CC1,12,23%,?,-1%,13%,-1%,0%,-1%,1%,7%,-1%
COc1ccc(/C=N/NS(=O)(=O)c2ccc(F)cc2)cc1COc1cc(F)ccc1[N+](=O)[O-],8,-27%,?,-13%,-6%,-2%,-2%,-4%,-29%,?,-3%
Cc1ccc2cc(C3CC(c4ccco4)=NN3S(=O)(=O)c3ccccc3)c(Cl)nc2c1 (centres undefined),2,-20%,-6%,-3%,-2%,-4%,4%,1%,-3%,22%,3%
CCCCCCNC(=O)Cc1ccc(Br)cc1,7,0%,-11%,0%,0%,11%,4%,1%,3%,?,-15%
O=C(NC1CCCCC1)c1cc(C(=O)c2ccccc2Br)c[nH]1,-21,-27%,5%,-1%,1%,-1%,5%,-5%,-10%,-14%,-1%
CN1c2ccc([N+](=O)[O-])cc2N(C)C1(C)c1ccccc1 (centres undefined),-5,-39%,18%,-3%,9%,-1%,1%,-12%,?,?,?
O=S(=O)(Nc1ccc(N2CCCCC2)cc1)c1cccs1,-21,61%,7%,16%,13%,23%,2%,6%,?,?,-12%
COc1ccc(C(C)(C)C)cc1NC(=O)C1CC=CCC1C(=O)O (centres undefined),7,10%,7%,-8%,-1%,-2%,0%,-5%,3%,12%,2%
NS(=O)(=O)c1ccc(CCNC(=O)COC(=O)C2CCC2)cc1,11,3%,-6%,3%,-2%,1%,-4%,6%,-9%,-24%,2%
Cc1ccc(-c2cc(=O)c3cc(C)ccc3[nH]2)cc1,?,-8%,?,?,?,?,-6%,22µM*,16µM*,10µM*,0.67µM*
O=C(NCCSCc1ccccc1)c1cc(S(=O)(=O)N2CCOCC2)ccc1F,1,6%,0%,-8%,-6%,2%,8%,2%,3%,25%,1%
O=C(Nc1nccs1)c1cccnc1,-4,-13%,8%,-6%,-3%,7%,-4%[11.5 µM],·,-3%,3%,6%
Cc1cccc(NC(=O)/C(C#N)=C/c2ccc(Cl)cc2)n1,21,-16%,2%,1%,-3%,0%,·,-3%,2%,16%,2.4µM*
O=C(OCCN1C(=O)c2ccccc2C1=O)c1cc2ccccc2o1,-11,7%,17%,1%,-3%,-3%,-6%,17%,5%,-2%,-14%
Nc1cccc(Nc2ccccc2)c1,1,8%,?,-3%,0%,-1%,-3%,-4%,3%,15%,-13%
CN(CC(=O)Nc1ccc(N2CCOCC2)cc1)C(=O)C1CCCC1,26,19%,24%,-2%,-3%,0%,0%,0%,7%,18%,0%

# High-throughput results: PubChem, National Center for Advancing Translational Sciences (NCATS)
